N370S GC mod: N370S glucocerebrosidase modulation, Gaucher chaperone candidate; P04062; N370S GC spleen homogenate, 4MU-glucoside fluorescence; Potency, µM (top dose mostly 59.4 µM), for the others: top-dose activity change, negative = inhibition, hits mostly inhibitors; hit rate 0.092% among 330,000; AID 2101;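 also: 0% = full enzyme activity and -100% = no enzyme basal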
TDP1 block: TDP1 (human) enzyme inhibition | Potency, µM (top dose mostly 130 µM), for the others: top-dose activity change, negative = inhibition, usual class: inhibitors | recombinant TDP1, AlphaScreen DNA substrate cleavage | hit rate 0.28% among 350,000; also: nearly all actives have a fitted effect of over 40% in size
Target sequence (Q9NUW8 whole entry, looked up): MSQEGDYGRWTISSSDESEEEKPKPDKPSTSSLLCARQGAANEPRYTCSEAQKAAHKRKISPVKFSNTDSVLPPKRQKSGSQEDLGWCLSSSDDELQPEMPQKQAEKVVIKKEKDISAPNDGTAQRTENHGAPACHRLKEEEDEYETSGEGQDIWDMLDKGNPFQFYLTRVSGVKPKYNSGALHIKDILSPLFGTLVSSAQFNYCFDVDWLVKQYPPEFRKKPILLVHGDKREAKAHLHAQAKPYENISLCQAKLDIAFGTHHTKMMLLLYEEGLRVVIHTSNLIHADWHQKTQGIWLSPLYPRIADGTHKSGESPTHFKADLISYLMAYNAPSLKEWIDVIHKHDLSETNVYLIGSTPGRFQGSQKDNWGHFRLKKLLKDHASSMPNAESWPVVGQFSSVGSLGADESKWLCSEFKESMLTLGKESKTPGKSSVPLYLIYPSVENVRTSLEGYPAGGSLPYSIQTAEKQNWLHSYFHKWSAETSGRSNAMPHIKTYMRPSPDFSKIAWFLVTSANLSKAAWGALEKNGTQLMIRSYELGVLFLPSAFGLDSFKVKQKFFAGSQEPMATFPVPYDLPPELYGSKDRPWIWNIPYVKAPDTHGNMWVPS
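Tdp1 1 nM final; 15 min RT w/ cpd; substrate 15 nM, 5 min; beads 10 ug/ml, 10 min; AlphaScreen read. Neg ctrl: no enzyme.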
TDP1 cell noCPT: qHTS for Inhibitors of human tyrosyl-DNA phosphodiesterase 1 (TDP1): qHTS in cells in absence of CPT. DT40 Tdp1-/- hTDP1 cells, no CPT, ATP luminescence, 48 h. Potency, µM (series often up to 46.2 µM), inactives show at the highest dose activity change, negative = growth inhibition, actives largely listed as inhibitors. hit rate 15% among 420,000. AID 686978, 2013; also: nearly all actives have a fitted effect of over 55% in size
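DT40 Tdp1-/-;hTDP1 cells, no CPT (DMSO vehicle only), 400 cells/well; compounds pin-transferred; ≥48 hr, 37 °C; CellTiter-Glo 30 min RT dark, luminescence read.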
The depositor's hits bear a star; ? = inconclusive; nt = no result given; & = joins results of further samples; [ ] = another dose, or the depositor's remark. Calls follow the shape of the dose curve; as a rule, active = well fitted curve in the direction sought with a large enough effect; inconclusive = small, poorly fitted or top-dose-only effect, or another doubt; inactive = no such curve, though single readings can be large; an effect the other way counts as inactive or inconclusive. Unless noted, % is scaled to controls: 0 for no effect and ±100 for the full control effect; potency is read from the fitted curve at half-maximal effect. A portion of the library. The share of hits here may be higher or lower than overall.

SMILES | N370S GC mod | TDP1 block | TDP1 cell noCPT
CCn1c(C(=O)Nc2ccccc2C(=O)OC)cc2sc(Cl)cc21 | nt | 1% | -16%
CSc1nc(-c2ccco2)nn1S(=O)(=O)c1ccccc1 | -12% | -1% | nt
NS(=O)(=O)c1ccc(CCNc2nc3c(-c4cccc(F)c4)nnn3c3ccccc23)cc1 | -17% | 8% | 12µM*
COc1cccc(CNC(=O)Cc2c(C)c3c(cc(C)c4c(C)c(C)oc43)oc2=O)c1 | nt | 2% | -5%
Cc1ccc(C)c(N(CC(=O)NC(C)(C)C)C(=O)CNC(=O)c2cccs2)c1 | -1% | 8% | -22%
CC(OC(=O)c1nc(-c2ccccc2)n(-c2ccccc2)n1)C(=O)Nc1cc(Cl)cc(Cl)c1 (stereo not drawn) | 7% | 4% | -11%
COc1ccc(C(=O)NC2CCCc3ccccc32)cc1Br (stereo not drawn) | ? | 4%[0.0935 µM] | ?
CCC(C)NC(=O)Cn1cnc2sc(C)cc2c1=O (stereo not drawn) | 15% | 3% | 9%
COc1cc(-c2c(-c3ccsc3)sc3ccccc23)cc(OC)c1OC | nt | -5% | 5%
Cc1ccc2oc(C(=O)N(Cc3ccc(N(C)C)cc3)C3CCS(=O)(=O)C3)c(C)c2c1 (stereo not drawn) | -7% | 13% | -19%
O=C(CC1C(=O)NCCN1CC1CCCCC1)NC1(c2ccccc2)CC1 (stereo not drawn) | -16% | -3% | ?
COc1ccc(C(=O)/C=C/c2ccc(OC)c(O)c2)c(F)c1 | -2% | -1% | 16µM*
CCOC(=O)CNC(=O)N1CCc2ccc(NC(=O)c3ccccc3OC)cc2C1 | -10% | 3% | ?
CC1CN(C(=O)c2cccc(S(=O)(=O)Nc3cc(Cl)ccc3Cl)c2)CC(C)O1 (stereo not drawn) | 0% | 3% | 1%
O=C1NC(c2ccc(Cl)cc2Cl)Oc2ccccc21 (stereo not drawn) | -5% | 4% | -5%
c1csc(-c2csc(-c3cccs3)n2)c1 | 3% | ? | -2%
CC(C)OC(=O)Cn1nnc(-c2ccccc2)n1 | 2% | 0% | -2%
CC(=O)Nc1ccc(NC(=O)C(C)OC(=O)c2ccc(-n3cnnn3)cc2)cc1 (stereo not drawn) | -1% | nt | 1%
CC(=O)c1c(OC(=O)c2ccc(C)cc2)c2ccccc2n1C | 16% | -3% | -7%
COc1ccc(Cc2noc(CN3CCN(C4CCc5ccccc5C4)CC3)n2)cc1OC (stereo not drawn) | 13% | 3% | 21µM*
CC(=O)c1ccc(OCC(O)CNCc2ccc3c(c2)OCO3)cc1 (stereo not drawn) | -14% | 3% | -13%
COC(=O)c1ccc(-c2ccc(OC)c(C3C4C=CCC(C)C4C(=O)N3Cc3ccccc3)c2)cc1 (stereo not drawn) | 1% | 8% | nt
Fc1ccc(Nc2ncnc3sc4c(c23)CCC4)cc1 | 18% | 3% | ?
Cc1ccc2c(CC(=O)Nc3ccc(S(=O)(=O)N4CCCCC4)cc3)coc2c1C | nt | 4% | 15µM*
COC(=O)c1ccc(COc2ccccc2/C=N/Nc2cccc(C(=O)O)c2)cc1 | 3% | 1% | ?

Record cards (already shown). Values in the order: N370S GC mod, TDP1 block, TDP1 cell noCPT
CC(=O)Nc1ccc(NC(=O)C(C)OC(=O)c2ccc(-n3cnnn3)cc2)cc1 (stereo not drawn) reads -1%, nt, 1%
COc1cc(-c2c(-c3ccsc3)sc3ccccc23)cc(OC)c1OC reads nt, -5%, 5%
CC(OC(=O)c1nc(-c2ccccc2)n(-c2ccccc2)n1)C(=O)Nc1cc(Cl)cc(Cl)c1 (stereo not drawn) reads 7%, 4%, -11%
Cc1ccc(C)c(N(CC(=O)NC(C)(C)C)C(=O)CNC(=O)c2cccs2)c1 reads -1%, 8%, -22%
COc1cccc(CNC(=O)Cc2c(C)c3c(cc(C)c4c(C)c(C)oc43)oc2=O)c1 reads nt, 2%, -5%

Limited to N370S GC mod and TDP1 block, for two of the compounds above:
| SMILES | N370S GC mod | TDP1 block |
| --- | --- | --- |
| CC(OC(=O)c1nc(-c2ccccc2)n(-c2ccccc2)n1)C(=O)Nc1cc(Cl)cc(Cl)c1 (stereo not drawn) | 7% | 4% |
| COc1ccc(C(=O)NC2CCCc3ccccc32)cc1Br (stereo not drawn) | ? | 4%[0.0935 µM] |

(listing goes on)
SMILES | N370S GC mod | TDP1 block | TDP1 cell noCPT
Cc1ncoc1C(=O)N1CCCC(C(=O)c2ccc(-c3ccccc3)cc2)C1 (stereo not drawn) | -12% | 5% | 23µM*
COc1ccc(S(=O)(=O)N(C)c2ccc(C(=O)N3CCN(c4ccccc4)CC3)cc2)cc1OC | -9% | 4% | 16µM*
COc1ccc(NC(=O)CSc2nnnn2C)cc1S(=O)(=O)N1CCCCC1 | nt | 1% | ?
CSC1=C(C#N)C(c2ccc(Cl)cc2)C2=C(CC(C)(C)CC2=O)N1 (stereo not drawn) | 0%[2.35 µM] | 4% | 0.92µM*
Cc1ccc[n+](CC(=O)Nc2cc(C(F)(F)F)ccc2Cl)c1 | -1% | 3% | -5%
CC(NC(=O)CCC(=O)c1ccccc1)c1ccc(F)cc1 (stereo not drawn) | 2% | 7% | -28%
COc1ccc(N=C2NC(=O)/C(=C\c3ccco3)S2)cc1 | 2% | 0% | ?
CCN1CCN(CCNC(=O)c2cc(Cl)c(NC(=O)C3=C(C)OCCS3)cc2OC)CC1 | -4% | 6% | 5%
Cc1c(C(=O)N2CCN(C3CCS(=O)(=O)C3)CC2)oc2ccc(Cl)cc12 (stereo not drawn) | 0% | 4% | -15%
O=C(/C=C/c1c(F)cccc1Cl)Nc1nc2ccccc2[nH]1 | -15% | 2% | ?
Cc1cc(C)c(C)c(OCC(=O)N2CCCCCC2)c1 | 15% | 4% | -16%
C=CCNC(=S)NNc1ncnc2sc3c(c12)CC(C)(C)OC3 | nt | 4% | 5.2µM*
O=C(CNC(=O)c1ccccc1)OCC(=O)c1cccc2ccccc12 | nt | 4% | ?
CCOC(=O)C1=C(N)Oc2cc(C)n(C)c(=O)c2C1c1ccncc1 (stereo not drawn) | ? | 3% | ?
CN(CC(=O)NC1CC(C)(C)NC(C)(C)C1)S(=O)(=O)c1ccc(Br)cc1 | 3% | 1% | -3%
CC(NC(=O)c1ccc2c(c1)sc1nc(-c3ccccc3)cn12)C12CC3CC(CC(C3)C1)C2 (stereo not drawn) | nt | 6% | -17%
Cc1cc(=O)[nH]c2c1c(C)nn2-c1ccccc1 | 0% | 0% | -7%
CCOc1ccc(NC(=O)Cn2nc3c(cc2=O)CC(C)CC3)cc1 (stereo not drawn) | nt | 7% | -9%
COc1cc(/C=C(\C#N)c2nc3ccc(C)cc3[nH]2)c([N+](=O)[O-])cc1OC | 10% | 9% | ?
CCOc1ccccc1/C=C/c1onc(C)c1S(=O)(=O)N1CCC(C(=O)NC(C)C)CC1 | 0% | 4% | 11%
CC(C)N1C(=O)CCN(C=O)c2ccccc21 | 0% | 2% | 2%
CC(=O)CCS(=O)(=O)c1ccc(C)c(C)c1 | -7% | 3% | 29µM*
COc1ccc(OC)c(N(C(=O)c2snc(C(N)=O)c2N)C(C(=O)NCC2CCCO2)c2ccc3ncccc3c2)c1 (stereo not drawn) | -14% | -8%[0.0935 µM] | -23%
COCCNc1nc2nonc2nc1N(C)Cc1cccc2cnccc12 | -2% | 8% | -23%
Cn1c(=O)oc2cc(S(=O)(=O)CCC(=O)N3CCN(c4ccccc4)CC3)ccc21 | 4% | 3%&-4% | 27%&-11%
Going on with the list.
SMILES | N370S GC mod | TDP1 block | TDP1 cell noCPT
CSc1ccccc1C(=O)Nc1cc([N+](=O)[O-])ccc1C | 0% | -1% | -3%
COc1ccc(O)c(/C=N/N2CCOCC2)c1 | -2% | nt | -1%
CCCCNC(=O)COC(=O)c1ccc(NS(=O)(=O)c2ccc3c(c2)OCCO3)cc1 | -11% | 9% | -27%
C=CCn1c(=NC(=O)c2cc(-c3cccs3)nc3ccccc23)sc2cc(S(N)(=O)=O)ccc21 | -3% | -1% | ?
COc1ccc(F)cc1-c1nc(N)nc(N)n1 | nt | 0% | 8%
CCOC(=O)C(C)(C)Oc1ccc(Cl)cc1 | -3%&6%&-3%&6%&17% | 7%[56.1 µM] | -3%
COCc1ccc(CN2CCc3c([nH]c4ccccc34)C2C(C)(C)C)o1 (stereo not drawn) | 20% | -8% | ?
Cc1ccc(-c2nnc(Nc3cccc(Cl)c3)c3ccccc23)cc1S(=O)(=O)N1CCOCC1 | nt | -2%[12.3 µM] | 4.1µM*
Cc1cc(C)cc(NC(=O)c2ccccc2CC[N+](=O)[O-])c1 | 3% | -8% | -6%
CCOc1cc(-c2ccc3c(c2)OCO3)cc(=[O+]CC)c2c(C)oc(C)c12 | nt | 1%&0% | 14µM*
COc1cccc(-c2nc(NCCNC(C)=O)c3ccccc3n2)c1 | -10% | nt | -20%
O=C(CSCc1ccccc1F)NCc1ccccc1 | 12% | 8% | 2%
COc1ccc(C)cc1-n1c(SCC(=O)Nc2cc(C)on2)nc2sc(C)c(C)c2c1=O | ? | 2% | 8.2µM*
CCOc1ncccc1C(=O)Nc1ccc(S(=O)(=O)Nc2cc(C)nc(C)n2)cc1 | nt | 2% | -7%
Cc1ccc(C)c(CSc2nc3ccncc3n2CC(=O)Nc2ccc(C)c(C)c2)c1 | -6% | 4% | nt
O=C(O)Cc1ccc(NC(=O)c2ccc(Cl)c(Cl)c2)cc1 | 4% | 6% | -17%
CC(/C=N/N1CCN(c2ccccn2)CC1)=C\c1ccccc1 | 0% | 4% | 0%
CC1CCCCC1NC(=O)C1CCN(c2c3c(nc4ncnn24)CCC3)CC1 (stereo not drawn) | -2% | -1% | 12µM*
Cc1ccc(S(=O)(=O)NCC(=O)OCC(=O)NCc2ccco2)cc1 | nt | 0% | 2%
Cc1cc(C)cc(NC(=O)c2cccc(C(=O)Nc3cc(C)cc(C)c3)n2)c1 | -4% | nt | ?
CCOP(=O)(OCC)C(Nc1ccccc1)c1ccccc1C(F)(F)F (stereo not drawn) | -23% | nt | ?
Cc1cc(Br)ccc1NC(=O)c1c(C)oc2ncnc(N3CCCCC3)c12 | nt | 5% | 16µM*
CCOc1ccc(OCC)c(NC(=O)CCc2nc3cccnc3n2Cc2cccs2)c1 | nt | 6% | 16µM*
COCCNC(=O)C1CCCN(S(=O)(=O)c2c(C)noc2/C=C/c2cccs2)C1 (stereo not drawn) | -14% | nt | ?
CN(C)C(CNC(=O)c1c(F)cccc1Cl)c1ccco1 (stereo not drawn) | -2% | 0% | -6%

4 entries out of the list, arranged by length of the SMILES, lowest first.
SMILES | N370S GC mod | TDP1 block | TDP1 cell noCPT
CC(/C=N/N1CCN(c2ccccn2)CC1)=C\c1ccccc1 | 0% | 4% | 0%
CC1CCCCC1NC(=O)C1CCN(c2c3c(nc4ncnn24)CCC3)CC1 (stereo not drawn) | -2% | -1% | 12µM*
CCOc1ccc(OCC)c(NC(=O)CCc2nc3cccnc3n2Cc2cccs2)c1 | nt | 6% | 16µM*
CCOc1cc(-c2ccc3c(c2)OCO3)cc(=[O+]CC)c2c(C)oc(C)c12 | nt | 1%&0% | 14µM*

(next part)
SMILES | N370S GC mod | TDP1 block | TDP1 cell noCPT
O=C(CN1CCC(C(O)(c2ccccc2)c2ccccc2)CC1)Nc1cc(Cl)ccc1Cl | -25% | 0% | 20µM*
O=C(N/N=C/c1ccc([N+](=O)[O-])cc1)c1ccc(COc2ccccc2-c2ccccc2)cc1 | -24% | 5% | 13µM*
O=C(Cc1ccc(S(=O)(=O)N2CCCCC2)s1)Nc1ccc(F)c(F)c1 | 6% | -3% | 23µM*
CCN(CC)C(=O)c1sc2nc(Cc3ccccc3)[nH]c(=O)c2c1C | 3% | -1% | -25%
Cc1sc2nc(CN3CCCC3)nc(N3CCN(S(=O)(=O)c4cccs4)CC3)c2c1C | 1% | 9% | 18µM*
O=C(O)CCc1ccc(-c2ccccc2)n1CC(=O)Nc1ccccc1C(F)(F)F | nt | 10% | -2%
COc1cccc(NC(=S)N(CCC(C)C)C(C)c2ccncc2)c1 (stereo not drawn) | -5% | nt | 15%
Cn1c(C(=O)NCCc2ccccc2)cc(=O)n(C)c1=O | 5% | 4% | -12%
COC(=O)C1CCN(C(=O)c2cc(OC)c(OC)c(OC)c2)CC1 | -6% | 2% | 2%
COc1ccc(NC(=O)Nc2cccc3c2O[C@@H](CN(C)CC2CCCCC2)[C@@H](C)CN([C@H](C)CO)C3=O)cc1 | nt | 1% | ?
CSc1nc(C)cc(-n2cc(F)c(=O)[nH]c2=O)n1 | -18% | 5% | ?
O=c1c2c3c(sc2n2c(=S)[nH]nc2n1-c1ccccc1)CCC3 | 5% | nt | -27%
CCc1ccc(NC(=O)CSc2nc(-c3ccccc3)c(C#N)c(=O)[nH]2)cc1 | nt | 5% | -5%

Entries shown so far that have a tert-butyl group (two):
SMILES | N370S GC mod | TDP1 block | TDP1 cell noCPT
Cc1ccc(C)c(N(CC(=O)NC(C)(C)C)C(=O)CNC(=O)c2cccs2)c1 | -1% | 8% | -22%
COCc1ccc(CN2CCc3c([nH]c4ccccc34)C2C(C)(C)C)o1 (stereo not drawn) | 20% | -8% | ?
